# High-throughput results deposited in PubChem BioAssay by several laboratories.
# Tb MetRS inh: blocks T. brucei methionyl-tRNA synthetase activity | purified T. brucei MetRS, ATP depletion, Kinase-Glo luminescence | inhibition, % at 11.9 µM | actives 0.4% (n = 360,000);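 active means inhibition above a per-plate cutoff of the control wells' mean inhibition plus 3 SD, cut at about 5.5% in these data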;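 further: 0% = DMSO wells median and 100% = median of wells with control inhibitor compound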
#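 System: purified T. brucei MetRS enzyme / Detection: Kinase-Glo luciferase luminescence reporting remaining unconsumed ATP / Medium: HEPES buffer with MgCl2, KCl, DTT, spermine, BSA, pyrophosphatase / Replication: singlicate, one well per compound / Evaluation: percent inhibition relative to median high and low control wells / Schedule: 2 h aminoacylation at 25 °C after 15 min preincubation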
# NRP1-CendR mod: NRP-1/CendR interaction modulation; O14786; FAM-RPARPAR peptide binding to NRP-1, fluorescence polarization; inhibition, % at 25 µM; actives 0.85% (n = 360,000); AID 602438;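 active means inhibition or corrected inhibition above about 18%, plus a signal ratio from 0.5 to 1.5, limit read from the data, passing the limit was not always enough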; further: strong numbers were not always called active
# DNMT1 inh: inhibitors of human DNMT1; P26358; actives 0.83% (n = 360,000); inhibition (reported as % activation of signal), % at 10 µM; DNMT1 molecular beacon, Hinp1I cleavage, fluorescence; in the data active means inhibition above about 50%
# MsrA act: activates bovine MsrA enzyme | purified bovine MsrA, absorbance read-out | activation, % at 10.6 µM | actives 0.3% (n = 360,000); in the data active means activation above about 7.5%;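 further: 0% = vehicle and 100% = reference activator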
# MsrA inhibitor: inhibitors of bovine MsrA | inhibition, % at 15.5 µM | actives 0.75% (n = 360,000) | purified bovine MsrA, absorbance read-out | AID 651718; in the data active means inhibition above about 4.5%;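 further: 0% = vehicle wells with enzyme and 100% = reference inhibitor wells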
# E coli Lon inh: E. coli protease La inhibition | purified E. coli Lon protease, fluorescence polarization | inhibition, % at 7.94 µM | actives 0.42% (n = 360,000); in the data active means inhibition above about 13%, passing the limit was not always enough;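 further: 0% = enzyme with probe and DMSO and 100% = no enzyme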
# STEP inh: inhibitors of human striatal-enriched phosphatase STEP; P54829; recombinant STEP, OMFP fluorogenic substrate, fluorescence; inhibition, % at 20 µM; actives 0.25% (n = 360,000); AID 588621;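 active means inhibition at 20 µM, scaled per plate between control wells, above about 37%, limit read from the data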;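 further: 0% = DMSO with enzyme and substrate and 100% = substrate only without enzyme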
# Target sequence (P54829 whole entry, looked up): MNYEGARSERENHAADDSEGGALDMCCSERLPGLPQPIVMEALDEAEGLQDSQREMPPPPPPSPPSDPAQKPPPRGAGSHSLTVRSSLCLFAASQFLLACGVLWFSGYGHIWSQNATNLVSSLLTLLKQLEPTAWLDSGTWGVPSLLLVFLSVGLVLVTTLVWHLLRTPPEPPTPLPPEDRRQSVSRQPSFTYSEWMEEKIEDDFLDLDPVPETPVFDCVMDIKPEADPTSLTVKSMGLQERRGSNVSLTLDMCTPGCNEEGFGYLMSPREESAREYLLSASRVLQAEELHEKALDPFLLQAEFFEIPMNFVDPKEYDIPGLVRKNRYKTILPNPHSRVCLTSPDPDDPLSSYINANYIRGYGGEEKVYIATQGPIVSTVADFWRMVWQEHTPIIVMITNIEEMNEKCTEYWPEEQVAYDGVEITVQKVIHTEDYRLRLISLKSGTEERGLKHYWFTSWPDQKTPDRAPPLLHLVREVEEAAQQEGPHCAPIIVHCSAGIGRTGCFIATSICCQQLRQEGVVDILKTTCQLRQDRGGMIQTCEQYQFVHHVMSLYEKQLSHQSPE
#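 Assay system: isolated STEP enzyme. Buffer or medium: pH 6.0 Bis-Tris with DTT and Tween 20. Also added: fluorogenic phosphatase substrate OMFP at 25 µM final. Dosing: 20 µM, 1% DMSO. Timing: 20 min reaction, room temperature, in the dark. Measured by: fluorescence intensity, excitation 480 nm, emission 540 nm. Evaluation: normalized % inhibition.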
# LMPTP inh: blocks human LMPTP phosphatase; recombinant LMPTP-A, OMFP fluorogenic substrate, fluorescence intensity; actives 0.22% (n = 360,000); P24666; inhibition, % at 20 µM;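 active means compounds that cut the enzyme signal by at least half of the control window in the single-dose screen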;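 further: plate controls were DMSO wells with enzyme plus substrate for no effect and substrate without enzyme for full effect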
# Target sequence (P24666 whole entry, looked up): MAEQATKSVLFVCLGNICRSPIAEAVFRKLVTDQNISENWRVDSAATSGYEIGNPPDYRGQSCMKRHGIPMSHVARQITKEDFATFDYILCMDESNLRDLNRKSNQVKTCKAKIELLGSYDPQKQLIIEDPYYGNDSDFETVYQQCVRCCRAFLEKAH
#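 Test system: LMPTP-A phosphatase enzyme; input: 0.625 nM LMPTP-A final; reagent: OMFP substrate, 400 µM final; compound dosing: 20 µM single dose, 3% DMSO; incubation: 50 min dark incubation at room temperature; measured by: endpoint fluorescence intensity from OMFP dephosphorylation; measure: % inhibition relative to no-enzyme and uninhibited control wells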
# SUMO1-SIM PPI: SUMO1-SIM interaction modulation; P63165; SUMO1 binding to a labelled peptide, TR-FRET, 1 h; inhibition, % at 20 µM; actives 0.33% (n = 360,000); in the data active means inhibition above about 37%
# Target sequence (P63165 whole entry, looked up): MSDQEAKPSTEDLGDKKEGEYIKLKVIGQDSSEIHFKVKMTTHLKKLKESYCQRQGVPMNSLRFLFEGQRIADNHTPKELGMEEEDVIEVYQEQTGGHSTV
# Scp-1 inhibitor: blocks human Scp-1 phosphatase activity | Recombinant Scp1, phosphopeptide, malachite green phosphate absorbance | inhibition, % at 20 µM | actives 0.88% (n = 340,000) | AID 493091;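 active means inhibition above about 50% at 20 µM, limit read from the data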;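 further: plate controls were DMSO wells with enzyme for no effect and wells lacking enzyme for full effect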
# Target sequence (Q9GZU7 76-261 limits assumed): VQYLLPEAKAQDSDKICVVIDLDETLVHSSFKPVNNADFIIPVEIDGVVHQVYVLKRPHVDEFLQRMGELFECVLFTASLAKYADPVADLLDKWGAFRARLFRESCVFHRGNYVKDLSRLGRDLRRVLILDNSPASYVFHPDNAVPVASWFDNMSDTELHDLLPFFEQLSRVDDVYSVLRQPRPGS
#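 Material: truncated SCP-1 phosphatase (76-261aa) / Buffer or medium: 50 mM Tris acetate pH 5.5, 0.005% Tween-20, 10 mM MgCl2 / Compound dosing: one concentration, 20 µM, with 1.0% DMSO / Incubation: 45 min room-temperature reaction, 5 min colour, 30 min stabiliser / Detection: colorimetric free-phosphate detection, absorbance 630 nm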
# * hit, by the source's call; nt = no result given.
SMILES,Tb MetRS inh,NRP1-CendR mod,DNMT1 inh,MsrA act,MsrA inhibitor,E coli Lon inh,STEP inh,LMPTP inh,SUMO1-SIM PPI,Scp-1 inhibitor
COc1cccc(-n2cc(C(=O)NC(C)C)c3ccccc3c2=O)c1,-0.4,-2,1,-4,-0.6,4,1,-0.3,-4,-9
O=C(CSc1nc(-c2ccccc2)nc2ccc(F)cc12)Nc1ccc(C(=O)O)cc1,-0.1,-3,0,-3,0.4,5,11,62*,-7,61*
CCOC(=O)CNc1ccc(C(=O)OCC)cc1[N+](=O)[O-],-1.0,-10,4,-7,-1.4,-5,-5,-0.6,-21,1
O=[N+]([O-])c1c(NCCCO)cc(N2CCN(Cc3ccc4c(c3)OCO4)CC2)c2nonc12,0.5,1,-7,-3,1.2,-8,2,0.6,-23,-7
O=C1NC(=O)C(CC(=O)N(Cc2ccco2)C2(C(=O)NC3CCCC3)CCCCC2)N1 (centres undefined),-0.6,9,0,-2,0.1,-11,-3,-2.3,3,-8
O=C(Nc1ccc(F)cc1F)Nc1sccc1-c1nc2ccccc2s1,-0.1,-22,-8,-9,-0.5,-4,-1,4.0,0,-22
O=C1CC(c2cc([N+](=O)[O-])ccc2Cl)c2c(ccc3ccccc23)N1 (centres undefined),0.9,1,-1,-1,-1.7,3,4,2.9,0,-10
CCC(C)[C@H](NC(=O)NCc1cccnc1)C(=O)OC (some centres undefined),0.2,-4,-3,-1,0.0,-4,-1,-1.0,3,-19
CC/C(=N/NS(=O)(=O)c1ccc(Cl)cc1)c1ccc(O)cc1,0.0,8,4,0,1.0,0,-1,-1.2,-2,-1
CNc1c(NS(=O)(=O)c2ccc(CC(C)C)cc2)c(=O)oc2ccccc12,-0.1,-1,10,-2,-0.5,-8,1,-1.0,-2,-4
Cc1c(C(C)CCCO)oc(=O)c2c1Oc1c(C)c(C(C)C[C@H](C)O)oc(=O)c1C2 (some centres undefined),-0.2,2,12,-11,1.0,-3,-1,0.1,-3,8
CCCCCCC1CC(CC(=O)Nc2ccc([N+](=O)[O-])cc2)C(=O)O1 (centres undefined),-0.8,5,-2,-7,1.3,-6,0,1.8,-6,-7
O=C(/C=C/c1ccccc1)C1=C(O)C(=O)N(CCO)C1c1ccccc1[N+](=O)[O-] (centres undefined),0.1,-7,-6,-2,2.1,0,3,0.0,-18,-6
COc1cc2c(C(=O)NCCCOC(C)C)cn(CC(C)C)c(=O)c2cc1OC,-0.1,7,-2,-5,0.9,3,2,0.2,-2,0
C[C@H](CO)N1C[C@H](C)[C@@H](CN(C)C(=O)NC2CCCCC2)Oc2ccc(NS(=O)(=O)c3ccc(F)cc3)cc2C1=O,-0.2,-8,5,-4,0.0,-6,1,-2.0,7,-3
CC(=O)Oc1ccc(N2C(=O)CCC2=O)cc1,-1.4,-8,1,-3,-0.7,2,1,-1.9,2,1
CC1CN(C(=O)COC(=O)CSc2ccc([N+](=O)[O-])cc2)CC(C)O1 (centres undefined),-0.3,6,1,-1,1.7,0,2,-0.6,-30,-4
CCOc1ccc(CCNC(=O)CCN2C(=O)COc3ccccc32)cc1OCC,-0.5,3,0,-1,1.2,-3,-1,0.0,-2,-3
CCC1=Nc2cc(C(=O)NCCN3CCCC3)ccc2Sc2ccccc21,-0.7,-11,-17,0,1.9,4,-2,-1.7,-18,-11
Cc1ccc(C(=O)NCC(=O)OCC(=O)NC(C)C2CC3CCC2C3)cc1 (centres undefined),-0.9,18,3,-11,0.7,9,1,0.7,6,10
CCN(CC(=O)Nc1cccc(C#N)c1)CC(=O)Nc1cccc(OC)c1,-0.1,-4,-2,-4,-1.4,-4,-2,-0.5,-2,1
COc1ccc(CN2CC34C=CC(O3)C(C(=O)O)C4C2=O)cc1 (centres undefined),-0.2,7,1,-3,1.7,-6,-1,-1.1,15,-8
Cc1ccc(C(=O)NCC(=O)Nc2cccc(S(=O)(=O)NC3=NCCCCC3)c2)cc1C,-1.3,10,0,-4,0.4,-16,3,-0.1,16,5
COc1ccc(C2=NOC(C(=O)N3CCCc4ccccc43)C2)cc1 (centres undefined),-0.9,7,0,-2,-0.2,-8,0,-0.7,-2,-9
COc1cccc(CNC(=O)C2CC(=O)N(C3CCCCC3)C2)c1 (centres undefined),-0.5,8,1,-2,-1.6,7,1,-0.4,-3,-1
COc1cc(NC(=O)c2cc3nc(-c4ccccc4)cc(-c4ccccc4)n3n2)cc(OC)c1OC,-0.1,-21,-12,-4,-0.5,-4,6,5.7,-2,-3
O=C(c1ccco1)N1CCN(C(=O)N2c3ccccc3Sc3ccccc32)CC1,0.2,1,-7,2,-0.8,8,3,1.0,0,-11
Cc1ccc(C)c(N2CCN(C(=O)c3ccccc3Br)CC2)c1,-0.7,10,1,-9,0.5,-7,-1,1.5,-3,-2
O=[N+]([O-])c1cccc(S(=O)(=O)Nc2ccc3cn[nH]c3c2)c1,0.3,0,-10,-4,0.1,0,-2,0.0,-5,-5
CN(C)c1ccc(C(CNC(=O)c2cccs2)N(C)C)cc1 (centres undefined),-1.2,5,0,-1,0.0,5,3,4.0,-2,2
COC(=O)CSc1nnc(Cc2ccccc2)n1-c1ccc(C)cc1,-0.2,-10,4,-1,0.3,1,-3,-1.7,1,-5
O=C(NCc1ccc(F)cc1)c1cc2n(n1)C(C(F)(F)F)CC(C1CC1)N2 (centres undefined),0.0,-3,-1,2,-0.3,-1,0,1.5,3,-13
CCCNC(=O)COc1ncnc2sccc12,-1.1,-1,9,-13,1.6,-6,-5,0.3,0,-2
O=C(COc1ccccc1C(=O)N/N=C\c1ccc(O)c(O)c1)N/N=C/c1ccc(O)c(O)c1,3.2,-75,4,-8,nt,5,-2,11,21,61*
CN(C)CCNC(=O)c1cccc(-c2cccc3nccn23)c1,0.5,9,-4,0,2.0,-7,-3,4.7,-8,nt
CC(C)(C)c1cc(NC(=O)COC(=O)c2ccccc2)n(-c2ccccc2)n1,-0.2,-5,4,-5,0.5,-5,0,1.7,-2,nt
COc1ccc(-c2ccc(C#N)c(SCC(=O)OCc3ccccc3)n2)cc1OC,-0.1,7,-7,5,2.5,0,0,2.7,5,-12
CCCC(NC(=O)CCc1c(C)c2cc3c(C)c(C)oc3cc2oc1=O)C(=O)NC(Cc1ccc(Cl)cc1)C(=O)O (centres undefined),-0.1,-60,3,-1,-1.0,-1,0,0.2,8,nt
COc1cccc(CC(=O)Nc2nc(-c3cccnc3)cs2)c1,-1.2,-14,-8,-9,-0.4,-5,-2,-0.1,-3,1
C/C(=N\NC(=O)COc1ccccc1-c1ccccc1)c1ccc(O)cc1O,-1.0,-12,-9,-5,0.6,0,-1,4.4,3,-14
CCC(C)(C)n1nnnc1C(c1cccs1)N1CCN(c2nc3ccccc3s2)CC1 (centres undefined),-0.7,-6,-8,-5,0.7,-4,2,6.6,1,-2
O=C1CCCC(=O)N1c1ccc(N2CCOCC2)c([N+](=O)[O-])c1,-0.2,-4,0,-5,-0.3,-2,-3,0.0,-11,-7
CC(C)CC(c1nnnn1Cc1ccco1)N1CCN(C2CCCC2)CC1 (centres undefined),-0.2,4,1,0,-0.7,-4,0,-3.8,1,-8
O=C(C(Cc1ccccc1)n1cccc1)N1CCN(C2CCCCC2)CC1 (centres undefined),-0.5,-6,4,-2,0.2,-16,0,-1.2,1,-1
CC1=CSC2=NC(C(F)(F)F)(C(F)(F)F)NC(=O)N12,-0.2,-4,-1,-2,-0.6,-5,-3,-1.1,0,-2
O=C(Nc1ccc(Cl)c(Cl)c1)Nc1ccon1,0.4,1,-1,-3,-1.3,-20,-6,0.3,-1,-12
O=C(CN1C(=O)NC2(CCCCC2)C1=O)Nc1cccc(Cl)c1Cl,-0.1,11,4,-2,0.5,3,-4,-1.7,0,-9
C(/CCc1ccccc1)=N\Nc1nc2ccccc2[nH]1,4.1,8,-7,0,0.6,-6,2,2.5,-8,-11

# Whole records from above. Screens in order: Tb MetRS inh | NRP1-CendR mod | DNMT1 inh | MsrA act | MsrA inhibitor | E coli Lon inh | STEP inh | LMPTP inh | SUMO1-SIM PPI | Scp-1 inhibitor
# C/C(=N\NC(=O)COc1ccccc1-c1ccccc1)c1ccc(O)cc1O as listed: -1.0 | -12 | -9 | -5 | 0.6 | 0 | -1 | 4.4 | 3 | -14
# CC(C)CC(c1nnnn1Cc1ccco1)N1CCN(C2CCCC2)CC1 (centres undefined) as listed: -0.2 | 4 | 1 | 0 | -0.7 | -4 | 0 | -3.8 | 1 | -8

# Among those listed so far, these have a cyano group.
SMILES,Tb MetRS inh,NRP1-CendR mod,DNMT1 inh,MsrA act,MsrA inhibitor,E coli Lon inh,STEP inh,LMPTP inh,SUMO1-SIM PPI,Scp-1 inhibitor
CCN(CC(=O)Nc1cccc(C#N)c1)CC(=O)Nc1cccc(OC)c1,-0.1,-4,-2,-4,-1.4,-4,-2,-0.5,-2,1
COc1ccc(-c2ccc(C#N)c(SCC(=O)OCc3ccccc3)n2)cc1OC,-0.1,7,-7,5,2.5,0,0,2.7,5,-12

# Next structures:
SMILES,Tb MetRS inh,NRP1-CendR mod,DNMT1 inh,MsrA act,MsrA inhibitor,E coli Lon inh,STEP inh,LMPTP inh,SUMO1-SIM PPI,Scp-1 inhibitor
Cn1nc(C(F)(F)F)c2cc(NC(=O)OCc3ccc(F)cc3)sc21,-2.2,0,-1,-5,0.1,-1,1,2.3,2,-7
COc1ccccc1-c1cc(C(F)(F)F)nc(NCc2ccco2)n1,-0.7,13,-4,-8,0.8,0,-2,2.7,19,2
O=C(Nc1ccccc1)c1nnsc1S(=O)c1ccc(Cl)cc1 (centres undefined),-0.1,2,2,-8,-0.6,-9,2,-0.1,0,-5
COc1ccccc1CNC(=O)C1CCN(C(=O)N(C)C)CC1,0.0,2,2,-2,-2.0,4,-2,-2.3,3,-5
CCOC(=O)N1CCC(NC(=O)Cc2ccccc2)CC1,-1.1,8,1,-2,-0.7,4,1,-2.5,0,-6
COc1cccc(C(CC(=O)NCc2ccco2)NS(=O)(=O)c2ccc(C)cc2)c1OC (centres undefined),-1.0,-10,-5,-3,-0.8,-5,1,0.2,1,-2
N=c1oc2ccccc2cc1-c1nc(-c2ccccc2)cs1,-0.3,0,-4,-2,-0.2,-21,4,2.7,-9,-4
CCn1c2ccccc2c2cc(NC(=O)COc3ccccc3)ccc21,-1.3,-2,-13,-9,0.4,-5,5,2.3,-2,-4
CCCCNC(=O)Nc1cc(C(F)(F)F)c[nH]c1=O,-0.7,-8,0,-1,-0.3,9,-1,-2.1,2,-13
c1ccc(Nc2ccccn2)cc1,-0.5,9,0,-2,1.1,-6,-2,-1.3,3,-6
COc1ccccc1OCCNc1cc(N2CCOCC2)ccc1[N+](=O)[O-],-0.3,0,-6,-2,-0.9,0,-2,1.2,-24,-23
